# Source: PubChem (National Center for Advancing Translational Sciences (NCATS))
# APE1 inh: blocks human APE1 abasic DNA cleavage; 350,000 compounds, 0.35% hits; P27695; Potency, µM (doses to about 65.8 µM), for the others: at the top dose activity change, negative = inhibition, usual class: inhibitors; recombinant APE1, TAMRA/BHQ-2 abasic DNA cleavage fluorescence;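 note: plate controls were vehicle for no effect and reference inhibitor for full effect; nearly all actives have a fitted effect of over 55% in size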
# Target sequence (P27695 whole entry, looked up): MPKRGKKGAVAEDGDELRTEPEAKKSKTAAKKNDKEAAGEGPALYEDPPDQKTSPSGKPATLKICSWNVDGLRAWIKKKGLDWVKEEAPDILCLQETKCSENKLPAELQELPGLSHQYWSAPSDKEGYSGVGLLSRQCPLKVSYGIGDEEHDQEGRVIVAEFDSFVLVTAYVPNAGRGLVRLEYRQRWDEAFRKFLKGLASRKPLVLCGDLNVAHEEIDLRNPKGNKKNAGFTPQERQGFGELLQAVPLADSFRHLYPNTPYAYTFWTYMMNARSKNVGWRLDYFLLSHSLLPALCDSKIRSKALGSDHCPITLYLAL
#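 Step 1: APE1 (0.75 nM) with compound, 15 min RT. Step 2: add 50 nM fluorophore/quencher THF duplex. Step 3: three fluorescence reads 60 s apart (525/598 nm); read 3 minus read 1 = reaction progress.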
# Pol eta inh: DNA polymerase eta (human) inhibition | recombinant Pol eta, fluorescent DNA replication assay | Potency, µM (top dose mostly 114 µM), for the others: at the highest dose activity change, negative = inhibition, actives largely listed as inhibitors | 390,000 compounds, 1.2% hits | AID 588591; note: % is set by controls: 0 for no effect and ±100 for the full control effect
#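 Pol eta (10 nM) was preincubated with compounds for 15 min at room temperature, after which fluorescent replication substrate (50 nM final) was added to start the reaction. Fluorescence was read kinetically at 0 and 10 min.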
# POLK inh: DNA polymerase kappa (human) inhibition; Q9UBT6; purified Pol kappa, fluorescent DNA synthesis assay, 10 min; Potency, µM (series often up to 107 µM), for inactives: top-dose activity, negative = inhibition, hits mostly inhibitors; 400,000 compounds, 0.53% hits; AID 588579; note: % is set by controls: 0 for no effect and ±100 for the full control effect
#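 Kinetic fluorescence screen: compound preincubated 15 min RT with 10 nM enzyme; 50 nM substrate (final) initiates; reads at 0/10 min.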
# Anesthetic bind: candidate novel general anesthetic via apoferritin binding | P02791 | apoferritin/1-aminoanthracene competitive binding, fluorescence | Potency, µM (doses to about 77.5 µM), for the others: at the top dose activity change, negative = displacement, actives largely listed as inhibitors | 350,000 compounds, 0.074% hits | AID 485281; note: % is set by controls: 0 for no effect and ±100 for the full control effect; nearly all actives have a fitted effect of over 20% in size
#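 Read-out: endpoint 1-AMA fluorescence, excitation 380 nm and emission 535 nm, after compounds sit 10 min at room temperature with 10 uM horse-spleen apoferritin in 50% saturated 1-AMA/PBS. Values come from four-parameter Hill fits.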
# G9a block: G9a (human) methyltransferase inhibition; AID 504332; Potency, µM (highest dose often 102 µM), for inactives: top-dose activity, negative = inhibition, hits mostly inhibitors; G9a H3K9 monomethylation, AlphaScreen, 2 h; Q96KQ7; 350,000 compounds, 8.8% hits; note: % is set by controls: 0 for no effect and ±100 for the full control effect; nearly all actives have a fitted effect of over 75% in size
#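 Readings reflect AlphaScreen signal from monomethyl-H3K9 antibody detection. HMT at 20 nM; substrate b-H3K9 500 nM; cofactor SAM 20 uM; 2 h RT reaction; compounds tested as titrations in qHTS with 15 min preincubation.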
# BAZ2B block: inhibitors of human BAZ2B bromodomain | AlphaScreen BAZ2B-H3K14Ac peptide displacement | Potency, µM (top dose mostly 114 µM), for the others: top-dose activity change, negative = inhibition, hits mostly inhibitors | 360,000 compounds, 4.4% hits; note: % is set by controls: 0 for no effect and ±100 for the full control effect; nearly all actives have a fitted effect of over 60% in size
#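 AlphaScreen luminescence quantifies BAZ2B engagement of H3K14Ac peptide; the protein and biotinylated peptide are both at 50 nM final, buffer PBS pH 7.4 with 0.01% Tween-20, all steps at room temperature.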
# BLM inh: blocks DNA unwinding by human BLM helicase; 350,000 compounds, 0.2% hits; recombinant BLM DNA unwinding, fluorescence dequenching; Potency, µM (series often up to 56.1 µM), for the others: at the highest dose activity change, negative = inhibition, actives largely listed as inhibitors; P54132;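 note: plate controls were vehicle for no effect and no enzyme for full effect; nearly all actives have a fitted effect of over 35% in size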
# POLB inh: blocks human DNA polymerase beta activity; AID 485314; Pol beta primer extension/strand displacement, fluorescence kinetic; P06746; 340,000 compounds, 1.3% hits; Potency, µM (highest dose often 114 µM), for inactives: at the top dose activity change, negative = inhibition, most hits filed as inhibitors; note: % is set by controls: 0 for no effect and ±100 for the full control effect
#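 Curves were derived by four-parameter Hill fits of normalized qHTS data. The kinetic fluorescent primer-extension read was taken at 0 and 10 min after 50 nM substrate, following a 15 min room-temperature preincubation of 10 nM enzyme with compounds.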
# Pol iota inh: inhibitors of human DNA polymerase iota; Q9UNA4; Pol iota fluorescent replication assay, 10 min; Potency, µM (doses to about 115 µM), for the others: at the highest dose activity, negative = inhibition, most hits filed as inhibitors; 390,000 compounds, 1% hits
# Target sequence (Q9UNA4 whole entry, looked up): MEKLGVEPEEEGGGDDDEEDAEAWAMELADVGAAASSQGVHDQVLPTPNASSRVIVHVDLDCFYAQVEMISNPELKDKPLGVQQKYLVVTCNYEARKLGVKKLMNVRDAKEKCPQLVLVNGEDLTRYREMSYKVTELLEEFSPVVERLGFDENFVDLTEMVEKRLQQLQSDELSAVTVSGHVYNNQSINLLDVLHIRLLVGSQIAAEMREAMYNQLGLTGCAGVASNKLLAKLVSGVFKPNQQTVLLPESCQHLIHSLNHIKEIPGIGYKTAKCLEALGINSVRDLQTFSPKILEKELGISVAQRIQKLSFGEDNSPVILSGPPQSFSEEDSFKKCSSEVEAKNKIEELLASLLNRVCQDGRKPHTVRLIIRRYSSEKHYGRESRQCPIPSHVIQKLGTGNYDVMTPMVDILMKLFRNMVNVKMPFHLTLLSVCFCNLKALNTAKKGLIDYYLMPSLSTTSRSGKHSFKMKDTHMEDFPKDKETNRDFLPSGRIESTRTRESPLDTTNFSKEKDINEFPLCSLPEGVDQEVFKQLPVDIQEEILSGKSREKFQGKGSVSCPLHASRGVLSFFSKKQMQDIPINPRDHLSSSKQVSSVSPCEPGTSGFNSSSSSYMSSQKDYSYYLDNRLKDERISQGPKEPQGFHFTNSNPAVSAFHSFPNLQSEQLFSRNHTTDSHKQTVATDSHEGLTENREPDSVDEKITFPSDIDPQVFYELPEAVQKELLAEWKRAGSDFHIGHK
#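 Fluorescent replication assay read twice, at 0 min and 10 min after adding 50 nM (final) substrate. Enzyme (10 nM) and compounds were first incubated 15 min at room temperature; enzyme-free buffer wells were negative controls.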
# * = called active by the depositor; ? = inconclusive; . = no result given; [ ] = remark or other dose. Calls come from the whole dose curve; as a rule, active = well fitted curve in the direction sought with a large enough effect; inconclusive = small, poorly fitted or top-dose-only effect, or another doubt; inactive = no such curve, though single readings can be large; an effect the other way counts as inactive or inconclusive. Potency is the fitted concentration of half-maximal effect. This is a subset (hit frequency here may not be typical).
Compound	APE1 inh	Pol eta inh	POLK inh	Anesthetic bind	G9a block	BAZ2B block	BLM inh	POLB inh	Pol iota inh
NC(=O)CC(NC(=O)Cc1cccc2ccccc12)c1ccc(NCCc2cccc(F)c2)c([N+](=O)[O-])c1 (stereo unspecified)	7%	1%	11%	0%	-7%[12.7 µM]	-16%	-4%	1%	13%
Cc1ccc(S(=O)(=O)N2CCC(C(=O)OCCOc3ccccc3)CC2)cc1C	0%	0%	-2%	.	17%	-1%	.	.	25%
CCN(CCCNC(=O)CCNC(=O)Cn1cnc2ccccc2c1=O)c1ccccc1	0%	-9%	-5%	-6%	?	2%	1%	17%	?
N#Cc1cc([N+](=O)[O-])ccc1NC(=O)CSc1n[nH]c(=O)[nH]c1=O	-4%	-14%	-3%	.	.	.	.	.	13%
COc1ccc(C(=O)COC(=O)c2cccc(-n3cnnn3)c2)c(OC)c1	42%	?	0%	.	?	-6%	.	.	?
COCCNC(=O)CCCN1C(=O)CCn2nc(-c3cccn3C)cc21	.	-26%	-14%[60.1 µM]	1%	-32%[59 µM]	-26%	0%	1%	30%
COCCOC(=O)c1c(C)oc2ccc(NS(=O)(=O)c3ccc(F)cc3)cc12	-4%	-17%	-1%	-5%	.	0%	-7%	26%	30%[activator]
CC(=O)c1c(C)[nH]c(C(=O)OCC(=O)N2CCc3ccccc32)c1C	-1%	6%	-3%	-3%	?	39%[activator]	3%	1%	3%
Nc1nonc1-n1nnc(C(=O)N/N=C/c2ccccn2)c1-c1ccccc1	26%	10%	-21%	-16%	23%	?	0%	-27%	10%
Cc1cc(=O)oc2c(CN3CCN(C)CC3)c(O)c(Cl)cc12	4%	2%	-7%	424%[activator]	?	2%	-1%	0%	1%
COc1ccccc1N1CCN(CC(O)COc2ccc3c(c2)OCO3)CC1 (stereo unspecified)	2%	-10%	8%	-5%	?	?	-6%	2%	-10%
O=S(=O)(Nn1cnnc1)c1ccccc1	6%	-11%	-21%	4%	-9%[59 µM]	0%	-5%	24%	-14%
O=C(CSc1nnc(-c2ccco2)c(-c2ccco2)n1)c1ccccc1	9%	35µM*	79µM*	-6%	7%	-1%	-8%	-5%	18µM*
CC(=O)c1sc(N/N=C2\CC3CCC2(C)C3(C)C)nc1C (stereo unspecified)	2%	-14%	-4%	-9%	.	21%	0%	-1%	55%[activator]
CN(c1ccccc1)c1nc(N)c([N+](=O)[O-])c(Nc2ccccc2F)n1	51%	-21%	-7%[60.1 µM]	-21%	-4%[2.33 µM]	6%	-3%	10%	48%[activator]
Cc1ccc(C(=O)NCCSc2snnc2C)cc1	3%	-13%	3%	-13%	6%[59 µM]	-5%	6%	-1%	0%
O=C(N/N=C/c1cccnc1)c1ccccc1NS(=O)(=O)c1cccs1	4%	-2%	-9%	-4%	8%	-19%	2%	11%	144%[activator]
O=C(Nc1ccccc1C(F)(F)F)c1cc2ncc(CCCl)cn2n1	5%	-3%	-6%	-11%	?	1%	1%	7%	9%
CCOc1cc(C)ccc1OCc1nnc(SCC(=O)c2cccc([N+](=O)[O-])c2)n1CC	-2%	1%	-12%[60.1 µM]	-13%	-5%	-5%	-1%	26%	?
Cc1ccc(NC(=O)c2ccc(NS(=O)(=O)/C=C/c3ccccc3)cc2)nc1	-2%	-11%	-12%	-16%	16%	-31%	-11%	-16%	-10%
O=C(NC1CCCC1)c1cccc(S(=O)(=O)Nc2ccccc2F)c1	33%	1%	-12%	.	-5%[59 µM]	-9%	.	.	-5%
COc1ccccc1N1CCN(c2csc3ccccc3c2=O)CC1	.	2%	-5%[60.1 µM]	-9%	-7%[59 µM]	?	0%	-14%	3%
CC(C)Oc1ccc(OCCn2c(=S)[nH]c3c(N)ncnc32)cc1	6%	-8%	-7%	-10%	2.5µM*	-34%	-4%	20%	-11%
COC(=O)c1cc(S(=O)(=O)NCc2cccc(Br)c2)c[nH]1	14%	-9%	1%	5%	-13%	-1%	-2%	1%	21%
CC(Sc1nccn1C)C(=O)Nc1ccc(Cl)cn1 (stereo unspecified)	2%	0%	7%	.	-26%	-2%	.	.	43%[activator]
O=C(Nc1nccs1)c1ccc(-c2ccc(F)c(Cl)c2)o1	-20%	1%	-17%	-10%	.	?	-8%	10%	-4%
O=C(O)Cn1c(SCCOc2ccc(Cl)cc2)nc2ccccc21	-7%	-7%	-12%	-4%	?	1%	-1%	-3%	58%[activator]
Cc1ccc2nc(-c3ccccc3)cc(C(=O)O)c2c1	13%	-10%	0%	-13%	?	4%	-5%	19%	14%
CC1(C)CC(=O)C2=C(C1)Oc1ncn(CCCO)c(=N)c1C2c1ccccc1 (stereo unspecified)	15%	2%	-6%	-16%	-3%	9%	1%	1%	-11%
CCOC(=O)C1=C(C)N=C2SCCC(=O)N2C1c1ccc(C(=O)OC)cc1 (stereo unspecified)	16%	-16%	-7%	-20%	-20%	12%	-5%	2%	0%

# Of the compounds above, these have two or more sulfur atoms.
Compound	APE1 inh	Pol eta inh	POLK inh	Anesthetic bind	G9a block	BAZ2B block	BLM inh	POLB inh	Pol iota inh
Cc1ccc(C(=O)NCCSc2snnc2C)cc1	3%	-13%	3%	-13%	6%[59 µM]	-5%	6%	-1%	0%
O=C(N/N=C/c1cccnc1)c1ccccc1NS(=O)(=O)c1cccs1	4%	-2%	-9%	-4%	8%	-19%	2%	11%	144%[activator]

# More entries
Compound	APE1 inh	Pol eta inh	POLK inh	Anesthetic bind	G9a block	BAZ2B block	BLM inh	POLB inh	Pol iota inh
CC(C)Cc1nnc(NC(=O)CN2C(=O)NC3(CCCCC3)C2=O)s1	-10%	-8%	0%	-5%	10%[12.7 µM]	-8%	-2%	-2%	?
O=C1N[C@@H](Cc2ccccc2)C(=O)N2[C@H]1C[C@]1([C@]34C[C@H]5C(=O)N[C@@H](Cc6ccccc6)C(=O)N5[C@H]3N(S(=O)(=O)c3ccccc3)c3ccccc34)c3ccccc3N(S(=O)(=O)c3ccccc3)[C@H]21	37%[activator]	-1%	-1%	.	1%[2.33 µM]	-7%	.	.	?
CCS(=O)(=O)N1CCC(C(=O)NCCCN2CCN(c3ccccc3F)CC2)CC1	0%	-4%	-3%	-10%	-2%	4%	1%	24%	14%
CC(=O)N1CCc2cc(S(=O)(=O)NC3CCCCC3)ccc21	3%	-13%	-9%	-8%	-4%	-19%	-1%	-2%	70%[activator]
S=c1[nH]nc(COc2ccccc2)n1/N=C/c1ccc(Cl)cc1	16%	-14%	-20%	-5%	7.1µM*	-17%	-7%	-16%	31%[activator]
CCOC(=O)c1cc(C(=O)OCC)c(=O)[nH]c1SCc1ccccc1	21%	-7%	-3%	-18%	-18%	-36%	-7%	-1%	-5%
CCOC(=O)Nc1ccc2c(c1)N(C(=O)OC)c1ccccc1CC2	-2%	-10%	-9%	-18%	-6%[59 µM]	4%	-1%	10%	5%
CCOC(=O)c1c(NC(=O)CCN2CCOCC2)sc2c1CC(C)(C)OC2	-3%	-11%	-7%	-8%	11%	-22%	-1%	17%	13%
COc1ccc([C@@H]2CC=C(C(=O)O)[C@H](c3ccc(F)cc3)N2S(=O)(=O)c2ccccc2C)cc1	13%	-16%	-15%	.	13%[2.33 µM]	1%	.	.	11%
COc1ccc(Nc2cc(Cl)nc(N)n2)cc1	3%	-8%	-23%	-21%	25%	-11%	-8%	?	2%
COC(=O)CN1CC(=O)N(c2ccccc2)C1=S	2%	-24%	-3%	-5%	9%[59 µM]	-2%	-8%	11%	139%[activator]
Cc1ccc(-n2c(Cc3cccn3C)nnc2SCC(=O)Nc2nnc(C)s2)cc1	-6%	-21%	-3%	-7%	-7%[2.33 µM]	-30%	-1%	1%	?
CCN1C(=O)[C@H]2[C@@H](c3ccc(OC)cc3)N3C(=O)CN(CCOC)C(=O)[C@@]3(C)[C@H]2C1=O	0%	-15%	-5%	-11%	20%	-3%	0%	42%	79%[activator]
COC(=O)CNC(=O)CCc1nnc(C2(c3ccc(Cl)cc3)CCC2)o1	2%	-9%	-13%	-1%	.	-10%	2%	30%	9%
C/C=C/C(=O)OCC(=O)Nc1cccc(S(=O)(=O)NC2=NCCCCC2)c1	0%	-9%	3%	-7%	1%	-4%	-2%	-1%	32%[activator]
CCN(Cc1ccncc1)C(=O)c1cccc(S(=O)(=O)N2CCCCC2)c1	15%	-2%	4%	.	.	.	.	.	-9%
CC(C)(C)NC(=O)C[C@H]1C[C@H](C(=O)N2CCOCC2)[C@@]2(C)c3[nH]c4cc(-c5ccco5)ccc4c3CCN2C1=O	-29%	-19%	-1%	.	.	.	.	.	27%
CC(=O)Nc1ccc(-n2cnnn2)cc1	-2%	-11%	-2%	-12%	-5%[59 µM]	3%	2%	-16%	12%
CCn1c(=O)c(C(=O)NCCc2ccc(Cl)cc2)c(O)c2ccccc21	28%	-5%	-17%	-9%	14%	0%	-2%	11%	-12%
COc1ccc(C)cc1N(C(=O)c1ccccc1F)c1nc2ccccc2s1	-2%	-30%	-14%	-1%	2%[59 µM]	-3%	-9%	12%	144%[activator]
CCCN(CCC)C(=O)c1cc([N+](=O)[O-])cc2c1-c1ccc([N+](=O)[O-])cc1C2=C(C#N)C#N	2%	-14%	3%	-6%	45µM*	?	-1%	-22%	?
CCc1c(C)c2ccc(O)c(CN3CCN(c4ccc(F)cc4)CC3)c2oc1=O	.	-19%	-1%	43%[activator]	-7%[59 µM]	5%	-5%	-2%	39%[activator]
C=CCn1c(CNC(=O)c2ccco2)nnc1SCC(=O)c1ccc(OC)cc1	0%	-5%	1%	-15%	12%	-18%	1%	-2%	5%
CCCC(CCC)n1[nH]c(=O)c2c(C)cc(C)nc21	0%	-13%	-1%	-5%	?	-2%	-3%	8%	9%
COc1cc2c(cc1OC)CN(C(=O)CSc1ccccc1C)CC2	11%	-6%	-14%	.	.	.	.	.	76%[activator]
COc1cc(CNc2ccc(N3CCOCC3)cc2)ccc1OCC(=O)NC(C)(C)C	-5%	-24%	-13%	-8%	.	-14%	-11%	90%	16%
